# Screening data from PubChem BioAssay.
# LDHA inh – qHTS assay for inhibitors of human lactate dehydrogenase; L-lactate dehydrogenase A chain (Homo sapiens), P00338; purified LDHA, NADH/diaphorase-resazurin fluorescence; stronger effect = lower value; activity change, % (values are at about 110 or 230 µM); 480,000 tested, 0.15% active; AID 1347041, 2019; in the data active = activity change below about -30%; inconclusive = mostly about -25% to -30%;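 also: plate controls were DMSO wells for no effect and wells without enzyme for full effect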
#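 Remaining NADH was detected by diaphorase (0.133 mg/mL) converting 37 µM resazurin to fluorescent resorufin, read at 0 and 20 minutes. The preceding 5-minute room-temperature reaction used 2 nM LDHA, 0.2 mM sodium pyruvate and 0.06 mM NADH at pH 7.4.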
# ALOX12 inh – Primary qHTS assay for inhibitors of human arachidonate 12S-lipoxygenase (ALOX12): Round 2; Polyunsaturated fatty acid lipoxygenase ALOX12 (Homo sapiens), P18054; 580,000 tested, 1.1% active; Potency, µM (titrated, usually from 108 µM), for the others: at the top dose activity change, negative = inhibition, most hits filed as inhibitors; AID 1671190, 2021; purified 12hLO, xylenol orange hydroperoxide absorbance; active = well fitted inhibition curve with a large enough effect; inconclusive = small, poorly fitted or top-dose-only effect, or another doubt; inactive = no such curve, though single readings can be large or run the other way; also: potency is read from the fitted curve at half-maximal effect
# Target sequence (P18054 whole entry, looked up): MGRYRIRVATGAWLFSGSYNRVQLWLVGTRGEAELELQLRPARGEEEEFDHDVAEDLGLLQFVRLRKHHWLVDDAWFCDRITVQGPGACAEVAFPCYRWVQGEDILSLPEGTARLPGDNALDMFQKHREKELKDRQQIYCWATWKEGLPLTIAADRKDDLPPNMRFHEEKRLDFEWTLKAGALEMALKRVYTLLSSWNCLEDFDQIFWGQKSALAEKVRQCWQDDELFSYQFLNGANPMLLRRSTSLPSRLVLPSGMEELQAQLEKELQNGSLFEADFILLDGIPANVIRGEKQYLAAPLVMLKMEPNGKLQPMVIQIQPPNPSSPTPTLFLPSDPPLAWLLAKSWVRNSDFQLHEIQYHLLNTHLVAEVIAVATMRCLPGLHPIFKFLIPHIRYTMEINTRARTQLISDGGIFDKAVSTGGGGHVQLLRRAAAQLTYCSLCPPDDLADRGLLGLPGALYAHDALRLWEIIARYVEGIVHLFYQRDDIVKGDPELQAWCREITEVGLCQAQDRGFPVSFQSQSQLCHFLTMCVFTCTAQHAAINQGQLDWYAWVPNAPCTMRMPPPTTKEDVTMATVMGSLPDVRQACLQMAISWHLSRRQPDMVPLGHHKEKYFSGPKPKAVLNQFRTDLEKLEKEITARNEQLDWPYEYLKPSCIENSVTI
#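 Purified human 12hLO (150 nM final) in 25 mM Hepes, 0.01% Triton X-100, pH 7.0 was preincubated 15 min at room temperature with compound. Then 40 uM arachidonic acid was added, 30 min. Hydroperoxide was read by Fe-XO absorbance ratio 573/405 nm.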
# * marks the source's active call; other numbers are inactive results; ? = inconclusive; [ ] = dose if it differs, or a comment. Unless noted, % is scaled to controls: 0 for no effect and ±100 for the full control effect. These rows are one share of the data. The share of hits here may be higher or lower than overall.
structure | LDHA inh | ALOX12 inh
Cc1ccc2c(CC(=O)N(Cc3ccc(F)cc3)C3CC3)coc2c1 | -24 | -5%
CC(C)NC(=O)C1(C)CN(S(C)(=O)=O)CC(=O)N1CCc1ccc(O)cc1 (stereo unspecified) | -1 | -9%
Cc1nc(C(F)(F)F)ccc1C(=O)O | 5 | -27%
CCN(CC)c1ccc(C=Nc2ccc(S(N)(=O)=O)cc2)cc1 | 11 | 4%
CC1CCCN(C(=O)CSc2nnc(-c3ccccc3)o2)C1 (stereo unspecified) | -3 | 2%
Cc1ccc(Nc2nnc(-c3ccc(C)c(S(N)(=O)=O)c3)c3ccccc23)c(C)c1 | 4 | ?
C=CCNC(=O)c1ccc(C(=O)OC)cc1 | 2 | 8%
CCCNC(=O)c1ccc2c(c1)N(Cc1ccccc1)C(=O)CS2=O (stereo unspecified) | -1 | 20%
CC(C)CCC(CCNCc1cccs1)C1CCOC(C)(C)C1 (stereo unspecified) | 4 | ?
CC(O)(c1ccc(F)c(F)c1)c1nc(-c2cnc3ccccc3c2)cs1 (stereo unspecified) | -2 | -11%
CC(C(=O)Nc1ccccc1)N(C)Cc1ccc2ccccc2c1 (stereo unspecified) | -2 | -28%
COC(=O)c1ccc(Oc2coc3cc(OCc4ccccc4)ccc3c2=O)cc1 | -3 | 3%
O=C(NCc1cccnc1)c1ccc2sc([C@@H]3O[C@H](CO)[C@H](O)[C@H](O)[C@H]3O)nc2c1 | 2 | -4%
O=C(Cn1ccc2cc(Br)ccc21)NC1CC1 | 8 | -1%
Cc1nc(NC(=O)C(C)(C)C)sc1C(=O)Cn1cc(-c2ccc(C(C)(C)C)cc2)nn1 | 1 | 5%
CCn1nc(C)c2ccn(CC(=O)NCc3ccccc3C(F)(F)F)c(=O)c21 | 0 | 0%
Cc1ccccc1C(=O)N1CCC2(CC1)OCCN2S(=O)(=O)c1ccc(Cl)cc1 | -5 | ?
CCCCOCCCNC(=O)C[C@@H]1C[C@@]2(C(=O)OC)CC(C)(C)CC=C2N(Cc2ccc3c(c2)OCO3)C1=O | 3 | 5%
CN(C)N1C(=O)CC(c2cccc(Cl)c2Cl)C2=C1CC(C)(C)CC2=O (stereo unspecified) | -12 | ?
COC(=O)N1CCCCC1c1cc(C(=O)NCc2cccnc2)no1 (stereo unspecified) | -7 | -10%
CCNC(=O)C(C)NC(=O)CCNC(=O)N(C)Cc1ccccc1 (stereo unspecified) | 0 | 23%
CC(CC(=O)Nc1cccc(O)c1)(C(=O)O)c1ccccc1 (stereo unspecified) | 18 | 8%
O=C(Cn1ncc2ccccc2c1=O)Nc1ccc(OC2CCCC2)cc1 | -18 | ?
CCCNC(=O)NC(=O)CN(CC(C)C)C1CC1 | 3 | ?
CC(Nc1nc(-c2ccncc2)nc2ccccc12)c1ccc2c(c1)OCO2 (stereo unspecified) | -1 | 4%
CC(NC(=O)c1cc2ccccc2oc1=O)C(=O)NCc1ccccc1 (stereo unspecified) | 2 | -28%
CNC(=S)NC(C)C1CC2CCC1C2 (stereo unspecified) | -1 | ?
COc1ccc(-c2nc(CSC(C)C(=O)Nc3cc(C)ccc3C)co2)cc1 (stereo unspecified) | 10 | 7%
CC(C)=CC(=O)CC1(C#N)C(N)=C(C=O)CC1(C#N)C#N (stereo unspecified) | 6 | ?
CCc1nc(CN(C)C(C)c2ccc(S(N)(=O)=O)cc2)cs1 (stereo unspecified) | 3 | -30%

# More entries.
structure | LDHA inh | ALOX12 inh
COc1cccc(NC(=O)CN(C)C(=O)CNC(=O)c2ccc3c(c2)OCO3)c1 | 9 | -5%
C/C(=N/Nc1cccc([N+](=O)[O-])c1)c1ccc(Br)cc1 | 1 | ?
Cc1cnc(NC(=O)C23CC4CC(CC(C4)C2)C3)s1 | 7 | 10%
O=c1[nH]c(=S)[nH]c2c1C(c1ccc(F)cc1)OC(CCC(F)(F)F)C2 (stereo unspecified) | -10 | -21%
Cn1c(SCC(=O)c2ccc3c(c2)OCCCO3)nnc1-c1ccc(F)cc1 | 14 | 8%
O=[N+]([O-])c1ccc(OCc2cc(Cl)c3c(c2)OCCO3)cc1 | 0 | -24%
Cc1ccc(-c2n[nH]c(=O)c3ccccc23)cc1S(=O)(=O)N1CCOCC1 | 6 | -3%
O=S1(=O)C[C@H](N2CCN(CC3CC3)CC2)[C@@H](COCc2ccccc2)N1 | -1 | 3%
COc1ccc(Oc2coc3cc(OCc4ccc(C)cc4)ccc3c2=O)cc1 | -8 | 35%
N#CCOc1nc(-c2ccco2)c2c(c1C#N)CCC2 | 1 | ?
Cc1cccc(N2CC(C(=O)Nc3cc(Cl)ccc3-n3cncn3)CC2=O)c1C (stereo unspecified) | 10 | ?
Cc1oc(-c2ccccc2)nc1COc1cc(Cl)ccc1Cl | 2 | -7%
CCCCN(C)c1ccc(C(=O)O)cc1NS(=O)(=O)c1ccc(Br)s1 | -10 | ?
Cc1ccc(C(=O)NNC(=O)c2cccc(N(C)C)c2)cc1F | 3 | 32%
O=C(OC/C=C/c1ccccc1)C(c1ccccc1)c1ccccc1 | 5 | -19%
O=C(O)c1ccc2oc3ccccc3c2c1 | 10 | -16%
COc1cc(OC)cc(-c2nnc(Cc3c(F)cccc3Cl)o2)c1 | 9 | -51%
Cc1ccc(C(=O)NC(Nc2ccccc2Cl)C(=O)c2ccccc2)cc1 (stereo unspecified) | -6 | 6%
Cn1c(SCc2nc3ccccc3o2)nnc1-c1ccc(Cl)cc1 | 0 | -2%
COc1ccc(OC)c(S(=O)(=O)n2cc(C)nc2-c2ccccc2)c1 | 1 | ?
Cc1nc(NC(=O)Cc2c(C)nn(C)c2C)sc1-c1ccccc1 | -1 | ?
O=C1NC[C@@H](CCCCN2C[C@H](Cc3ccc(O)cc3)N(CCc3ccccc3)C(=O)C2=O)N(CCc2ccc(O)cc2)C1=O | 0 | -23%
CCCCCNC(=O)C(c1ccncc1)n1c(=O)c(-c2ccco2)nc2ccccc21 (stereo unspecified) | -2 | -27%
CSCc1ccc(C(=O)N2CCN(C(c3ccc(F)cc3)c3ccc(F)cc3)CC2)o1 | 12 | ?
Cc1oc2cc(OCC(=O)OC(C)C)ccc2c(=O)c1-c1ccc(Cl)cc1 | 4 | 6%
COc1ccc2nc(C)c(C(=O)Nc3cccc(C)n3)cc2c1 | 4 | 26%
Cc1n[nH]c(C)c1S(=O)(=O)Nc1cccc([N+](=O)[O-])c1 | -1 | -1%
CCCCN1C(C(C)=O)=C(OC(=O)c2ccccc2OC)c2ccccc2S1(=O)=O | 23 | ?
O=C(CCc1ccccc1)Nc1ccc2c(c1)CCC2 | -15 | -43%
COC(=O)[C@@]1(C(C)C)N=C(c2cc(OC)c(OC)c(OC)c2)[C@]2(O1)C(=O)N(C)c1ccc(Br)cc12 | 1 | ?

# Additional entries.
structure | LDHA inh | ALOX12 inh
COc1ccc(NC(=O)c2ccccc2NC(=O)CSc2nc3ccc(C)cc3[nH]2)cc1 | -1 | 9%
CN(CCO)c1ccc2c(c1)OC[C@@H](Cc1ccccc1)NS2(=O)=O | 2 | -7%
COc1ccc(SCC(=O)NC2CCC(O)CC2)cc1 (stereo unspecified) | -5 | 1%
CC(C)NC(=O)C1(C)CSCC(=O)N1CCCn1ccnc1 (stereo unspecified) | -6 | 0%
CCc1nc2ccc(C(=O)NCCCN(C)C)cn2c1N(CC)CCOC | -5 | -50%
N#Cc1c(-c2ccccc2)cc(-c2ccccc2)c(C#N)c1N | 1 | 2%
Cc1[nH]c2ccccc2c1C(=O)C(=O)N1CCCC(NC(=O)C(C)C)C1 (stereo unspecified) | 6 | -9%
Cn1c(N)c(C(=O)c2cc(-c3ccc(Cl)cc3)nc3ccccc23)c(=O)[nH]c1=O | 18 | -25%
COc1ccccc1NC(=O)/C(C#N)=C/c1coc2ccc(Cl)cc2c1=O | 0 | -5%
O=C(O)c1ccccc1Oc1ccccc1 | -7 | ?
CCOc1ccc(-n2nc(C(=O)N(C)c3ccccc3OCC)c3ccccc3c2=O)cc1 | 8 | 10%
CCOC(C(=O)N(CC)CC(=O)NCc1cccs1)(c1ccccc1)c1ccccc1 | 1 | -24%
COC(=O)c1ccn[nH]1 | 4 | 41%[activator]
COCCNc1nc2cc(-c3ccccc3C)sc2c(=O)n1C | 0 | 4%
CC[N+]1(C)CCC2C(C1)c1cc(C)ccc1N2C(=O)c1ccccc1Cl (stereo unspecified) | 21 | ?
CCc1ccc(C(=O)N2CCN(c3cc(Cl)ccc3C)CC2)s1 | -5 | -14%
CC(C)CNC(=O)CN1CCN(Cc2cccc3cccnc23)CC1 | 2 | 15%
CCc1nc2c(OCC3COc4ccccc4O3)cccn2c1N(C)C(=O)c1ccccc1F (stereo unspecified) | 1 | 12%
CCOC(=O)c1cc(-c2ccc(C)cc2)n(CC(=O)Nc2cc(C)ccc2OC)c1C | -14 | ?
CCOc1ccc(OCC)c(NS(=O)(=O)c2cc(-c3cnc(C)o3)ccc2C)c1 | 3 | 7%
CC(NC(=O)c1nn(C)c(=O)c2ccccc12)c1ccc(Cl)cc1 (stereo unspecified) | 14 | -5%
CCN(CC)S(=O)(=O)c1cc(-c2n[nH]c(=O)c3ccccc23)ccc1C | -33* | 51%
CC(NC(=O)c1ccc2c(c1)NC(=O)CO2)c1cccs1 (stereo unspecified) | 0 | 1%
CCCCc1c(-c2ccccc2OC)ncn1CCc1ccccc1OC | 2 | -18%
COc1ccc(C(=O)N(CC#N)C2CC2)cc1OC | -6 | -7%
Cc1cccnc1NC(=O)c1cc(-c2cccs2)nc2ccccc12 | 10 | 18%
COc1ccc(/C=C/c2cc(C(=O)O)c3ccccc3n2)cc1O | 33 | ?
O=C1CCCC2=C1C(c1ccc(Cl)cc1)c1c([nH]n(-c3ccccc3)c1=O)N2 (stereo unspecified) | 12 | ?
COc1ccccc1CNC(=O)c1ncoc1-c1cccc(C)c1 | 0 | 4%
O=C(c1cc2c(F)cccc2s1)N1CCCC1Cc1ccccc1 (stereo unspecified) | 2 | 3%

# (continued)
structure | LDHA inh | ALOX12 inh
Cc1nc2ccccc2n1C(C)c1nc2ccccc2n1CC(=O)c1ccc(OC(F)(F)F)cc1 (stereo unspecified) | -7 | 0%
Cc1cccc(-c2ocnc2C(=O)Nc2cccc(C)c2C)c1 | 5 | -1%
COc1cccc(C(=O)NC2CC(=O)N(c3ccc(Cl)cc3)C2)c1OC (stereo unspecified) | -4 | 35%[activator]
CCN(CC)CCNc1nc2c(c(=O)n(C)c(=O)n2C)n1Cc1ccc(Cl)cc1Cl | 0 | ?
CC1CCC(c2nnc(-c3ccc(Br)cc3)o2)CC1 (stereo unspecified) | -2 | -3%
COc1ccccc1-c1nc(Cn2nnc(C(=O)NCc3ccc(Cl)cc3)c2N)c(C)o1 | -1 | 1%
CC(C)(C)Cc1c(C2CCCCC2)nc2ccc(Br)cn12 | -7 | -28%
Cc1csc(CNC(=O)c2scnc2C)n1 | 1 | ?
CC(C)(C)NC(=O)c1cccc(NC(=O)c2ccc(Cl)cc2Cl)c1 | 12 | 25%
O=C(CCCc1c[nH]c2ccccc12)N1CCN(CC(=O)N2CCCC2)CC1 | 8 | 2%
COc1ccc(Cn2cc(CN3CC(N(C)C)CS3(=O)=O)nn2)cc1 (stereo unspecified) | -15 | 60%[activator]
Cc1cccnc1NC(=O)C1CC(=O)N(Cc2ccc(F)cc2)C1 (stereo unspecified) | 6 | ?
COc1cc(/C=C/C(=O)c2ccc(C3CCCCC3)cc2)cc(Br)c1O | 7 | ?
COc1ccc(NC(=O)c2cc(Br)c(O)c(OC)c2)cc1 | -4 | -27%
O=C(OCc1ccc(-c2ccccc2)cc1)c1ccc(CO)cc1 | 1 | 2%
Nc1[nH]c(C(=O)c2ccccc2)c(-c2ccncc2)c1C(=O)NCc1cccc2ccccc12 | 6 | -7%
O=C(Cn1nc(Cc2ccncc2)c2ccccc2c1=O)Nc1ccc(Oc2ccccc2)cc1 | -8 | 0%
CC1=CC(C)(C)SC(N)=N1 | -2 | ?
O=C(O)CCc1cccc(Br)c1 | -2 | 16%
O=C(Cn1c(=O)c2c(ncn2C2CCCC2)n(Cc2ccccc2)c1=O)N1CCOCC1 | 3 | 9%
COC(=O)c1ccc(COc2cccc(C=O)c2)o1 | 0 | 33%
CC(C)(CNC(=O)c1ccco1)CNC(=O)c1ccco1 | 11 | 4%
Cc1cn([C@H]2C[C@H](O)[C@@H](CCC(=O)NCCCc3ccccc3)O2)c(=O)[nH]c1=O | -7 | -9%

# Shown with two lines to a compound: entries from further up
# Results follow in this order: LDHA inh, ALOX12 inh
Cc1csc(CNC(=O)c2scnc2C)n1
→ 1, ?
CC(C)(C)NC(=O)c1cccc(NC(=O)c2ccc(Cl)cc2Cl)c1
→ 12, 25%
O=C(CCCc1c[nH]c2ccccc12)N1CCN(CC(=O)N2CCCC2)CC1
→ 8, 2%
COc1ccc(Cn2cc(CN3CC(N(C)C)CS3(=O)=O)nn2)cc1 (stereo unspecified)
→ -15, 60%[activator]
Cc1cccnc1NC(=O)C1CC(=O)N(Cc2ccc(F)cc2)C1 (stereo unspecified)
→ 6, ?
COc1cc(/C=C/C(=O)c2ccc(C3CCCCC3)cc2)cc(Br)c1O
→ 7, ?
COc1ccc(NC(=O)c2cc(Br)c(O)c(OC)c2)cc1
→ -4, -27%
